Tau FP inhib = tau fibrillization inhibition (FP); P10636; K18 P301L tau heparin fibrillization, Alexa594 FP, 6 h; Potency, µM (titrated, usually from 57.7 µM), for inactives: top-dose activity, negative = inhibition, usual class: inhibitors; 0.39% of 280,000 active; AID 1468; also: nearly all actives have a fitted effect of over 55% in size
Target sequence (P10636 561-689 P618L limits assumed): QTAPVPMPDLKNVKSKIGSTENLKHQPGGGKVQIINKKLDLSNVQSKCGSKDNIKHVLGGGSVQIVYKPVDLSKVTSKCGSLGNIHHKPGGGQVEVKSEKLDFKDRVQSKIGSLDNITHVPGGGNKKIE
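Recombinant K18 P301L […], labeled with Alexa 594 at 0.24 uM over 15 uM unlabeled; heparin inducer 20 uM final; 37 C, 6 hr; FP endpoint.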
Tau fluor counter = counter-screen for tau fibril formation inhibitors; Potency, µM (highest dose often 57.7 µM), for the others: at the highest dose activity change, negative = decrease; tau K18 P301L Alexa594 fluorescence, heparin fibrillization; 0.93% of 280,000 active; also: nearly all actives have a fitted effect of over 55% in size
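Human K18 P301L tau (15 uM unlabeled plus 0.24 uM Alexa 594-labeled, final) in 100 mM sodium acetate pH 7 was mixed with compound and 20 uM heparin and incubated 6 hr at 37 C.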
Tau ThT inhib = tau fibrillization inhibition (ThT binding); 2.1% of 270,000 active; recombinant tau K18 P301L (four-repeat tau fragment), heparin-induced fibrillization, ThT fluorescence; Potency, µM (doses to about 57.4 µM), inactives show at the top dose activity, negative = inhibition, actives largely listed as inhibitors; AID 1460; also: nearly all actives have a fitted effect of over 55% in size
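In this qHTS, human K18 P301L tau is incubated with compound and heparin for 6 hr at 37 C, and Thioflavin T fluorescence then reports fibril load.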
* hit, by the source's call; ? = inconclusive. Calls follow the shape of the dose curve; as a rule, active = well fitted curve in the direction sought with a large enough effect; inconclusive = small, poorly fitted or top-dose-only effect, or another doubt; inactive = no such curve, though single readings can be large; an effect the other way counts as inactive or inconclusive. % is scaled to controls: 0 for no effect and ±100 for the full control effect; potency is read from the fitted curve at half-maximal effect.

SMILES	Tau FP inhib	Tau fluor counter	Tau ThT inhib
Cc1ccccc1C(=O)Nc1cccc(C(=O)OCc2cc(=O)n3ccsc3n2)c1	-8.0%	-5.3%	-10.0%
Cc1ccc(Cl)cc1N1CCN(S(=O)(=O)c2cc3[nH]c(=O)c(=O)[nH]c3cc2C)CC1	?	-12.4%	2.2%
COc1ccc(CNC(=O)c2oc3c(c2C)-c2nn(Cc4ccccc4Cl)cc2CC3)cc1	1.3%	-3.5%	-6.8%
CCN1CCN(C(c2ccc(C)cc2)c2c(O)cc(C)n(Cc3ccco3)c2=O)CC1 (stereo not drawn)	?	-1.1%	?
CCOC(=O)c1ccc(CN(Cc2ccccc2C)S(=O)(=O)c2ccc(F)c(C)c2)cc1	-3.4%	-12.8%	-4.2%
CCOc1ccc(CCNC(=O)c2ccc3c(c2)c(C)c(C)n3C)cc1	12.7%	?	?
COc1cccc(CNC(=O)c2sc3nc4n(c(=O)c3c2C)CCC4)c1	-0.6%	-6.6%	-5.1%
CCc1cccc(NS(=O)(=O)c2ccc3c(c2)CC(C)N3C(=O)C2CC2)c1 (stereo not drawn)	1.8%	-27.9%	-7.2%
N#Cc1ccc(NC(=O)COCc2cc(-c3ccc4c(c3)OCO4)on2)cc1	?	-17.5%	-15.5%
COc1ccc(S(=O)(=O)NCC(c2ccco2)N2CCN(c3ccccc3F)CC2)cc1OC (stereo not drawn)	-1.5%	-21.9%	-7.7%
O=C(Nc1nc2n(n1)C(c1ccc(F)cc1)C=C(c1ccc(Cl)cc1)N2)c1ccc([N+](=O)[O-])cc1 (stereo not drawn)	3.3%	2.4%	-1.5%
O=C(Nc1cccc(C(F)(F)F)c1)c1cnn(-c2cccc(F)c2)c1C1CCNCC1	-4.9%	-8.1%	-5.2%
O=S(=O)(c1ccc2[nH]c3c(c2c1)CCCC3)N1CCN(c2cccc(C(F)(F)F)c2)CC1	?	?	10.6%
CC(C)Cc1nn2c(=O)cc(COC(=O)c3ccccc3NC(=O)c3cccs3)nc2s1	3.3%	1.3%	4.5%
CCOc1ccccc1NC(=O)C1CCN(S(=O)(=O)c2c(C)noc2/C=C/c2ccc(C)cc2)CC1	-9.8%	-8.5%	10.8%
COc1cc(C2C(C(=O)Nc3ccccc3C)=C(C)Nc3ncnn32)ccc1OCC(N)=O (stereo not drawn)	-0.5%	7.3%	5.8%
COc1ccc(C)cc1NC(=O)N1CCN(c2cc(-c3noc(C)n3)ccc2C)CC1	0.0%	-15.1%	-5.5%
Cc1cc2c(cc1S(=O)(=O)Nc1ccc(C(C)C)cc1)OCCN2C	3.6%	3.4%	-4.0%
Cc1cccc(NC(=O)c2oc3ccc(S(=O)(=O)N4CCCCC4)cc3c2C)c1C	6.6%	-8.7%	0.4%
COc1ccc(CCNC(=O)C(=O)NCC(c2ccco2)S(=O)(=O)c2ccccc2)cc1OC (stereo not drawn)	-1.5%	-6.8%	-2.2%
CCc1cccc(N2C(=O)CS(=O)(=O)C23C(=O)N(Cc2ccc(F)cc2)c2ccc(C)cc23)c1 (stereo not drawn)	-1.6%	-10.0%	-0.5%
Cc1cc(=O)[nH]c2nnc(SCC(=O)NC(C)(C)C)n12	-3.0%	0.7%	-5.3%
Cc1ccc(CN(Cc2ccco2)c2cnc(S(C)(=O)=O)nc2C(=O)Nc2ccccc2Br)o1	-1.8%	-15.2%	-8.6%
COc1ccc(C)cc1NC(=O)CCc1c(C)nn(-c2ccc(N3CCOCC3)nn2)c1C	-0.5%	4.9%	0.7%
Cc1cc(C)cc(OCC(=O)N2CCC(c3nc4ccccc4o3)CC2)c1	11.7%	-7.4%	-9.4%
O=C(Nc1ccc(SC(F)F)cc1)c1cc(-c2ccc3c(c2)OCCO3)on1	5.0%	4.7%	-9.3%
CCc1ccc(-n2c(=O)c3cccnc3n2CC(=O)Nc2cc(F)ccc2F)cc1	?	-27.9%	1.8%
COc1ccccc1N1CCN(C(=O)c2nn(-c3ccc(C)cc3)c(=O)n(C)c2=O)CC1	-5.8%	-4.7%	-0.4%
CCc1ccc(-n2c(SCc3ccccc3C)nc3[nH]ncc3c2=O)cc1	-4.2%	-24.8%	-13.9%
Cc1cccc(-n2c(C)cc(C(=O)C(=O)Nc3nncs3)c2C)c1	-12.0%	3.4%	12.0%
COc1ccccc1N1CCN(c2csc3ccc(Cl)cc3c2=O)CC1	6.3%	-8.2%	?
CCc1cccc(NC(=O)Cn2c(-c3ccc(F)cc3)cc(C(C)=O)c2C)c1	-13.2%	-22.5%	-2.3%
Cc1cc(NC(=O)CSc2nc3c([nH]c4ccccc43)c(=O)n2-c2ccccc2F)no1	?	?	4.6%
COc1ccc(N(C)C(=O)c2cc(S(=O)(=O)N3CCc4ccccc43)cn2C)c(OC)c1	13.3%	?	-13.6%
Cc1ccc(NC(=O)CCS(=O)(=O)c2ccc3nc(C)sc3c2)cc1	-1.4%	1.0%	5.5%
CCOc1ccc(Cn2c(CNS(=O)(=O)c3ccc(Cl)s3)nc3cccnc32)cc1	1.7%	-8.6%	-0.9%
Cc1ccc(-n2c(=O)c3cccnc3n2CC(=O)Nc2ccc(C)cc2Cl)cc1	-11.4%	-8.1%	-1.8%
CCOc1ccc(CCNC(=O)Cn2ccc3cc(S(=O)(=O)N4CCCCC4)ccc32)cc1	2.3%	-22.3%	-4.5%
CCNc1ccc(-c2nc(-c3ccco3)no2)cc1[N+](=O)[O-]	0.1%	-4.8%	7.3%
COc1cc(NC(=O)NC(C)c2c(-n3cccc3)sc3c2CCN(C)C3)cc(OC)c1 (stereo not drawn)	-11.5%	?	-15.0%
O=C(Cc1ccccc1)Nc1cccc(-c2nc3cccnc3s2)c1	4.2%	-8.2%	-10.4%
COc1ccc(-c2cc(C)no2)cc1S(=O)(=O)NC(C)C	-3.0%	1.8%	4.2%
Cc1ccc(C(=O)c2cn(CC(=O)NCc3ccccc3)c3nc(C)ccc3c2=O)cc1	0.1%	1.4%	6.9%
CN(C)CCNC(=O)C(=O)NCC(c1cccnc1)N1CCN(c2ccc(F)cc2)CC1 (stereo not drawn)	-3.2%	-3.8%	-3.2%
Cc1c(C(=O)NCc2cccc(Cl)c2)sc2nc[nH]c(=O)c12	-5.2%	-9.3%	0.0%
COC(=O)c1ccc2c(=O)n(CCCCCC(=O)N3CCN(c4cccc(C)c4C)CC3)c(=O)[nH]c2c1	-8.5%	-9.6%	?
Cc1ccn2c(=O)cc(COc3ccc(NC(=O)c4ccccc4F)cc3)nc2c1	-3.4%	-7.0%	?
COc1ccc(C2C=C(c3ccccc3)Nc3nc(NS(=O)(=O)c4ccc(C)cc4)nn32)cc1 (stereo not drawn)	-6.3%	-13.3%	-16.7%
Cc1cc(C)c(/C=C/c2onc(C)c2S(=O)(=O)N2CCC(C(=O)Nc3ccc(Cl)cc3C)CC2)c(C)c1	?	-5.7%	12.3%
Cc1cc2c(cc3c(SCc4cccc(Cl)c4)nnc(C)n32)o1	-1.7%	-16.2%	-9.1%
Cc1ccc2c(CNCC(C)c3ccccc3)c(C(=O)O)n(Cc3ccccc3C)c2c1 (stereo not drawn)	1.8%	6.7%	3.5%
CCOc1ccc(-c2nnc(SCC(=O)NCc3ccc(C)cc3)nc2-c2ccc(OCC)c(OC)c2)cc1OC	6.4%	-9.6%	-2.5%
O=S(=O)(NCC(c1ccco1)S(=O)(=O)c1cccs1)c1ccc(Cl)cc1 (stereo not drawn)	?	?	-12.7%
O=C(Cn1ncc2c(Cl)cccc21)NCc1cccc(Cl)c1	-1.2%	-0.2%	-0.7%
Cc1ccc(CNC(=O)CCc2cn(Cc3ccc(C)cc3)c3ccccc23)cc1	0.9%	-3.3%	-3.6%
CCC1CN(C(=O)Nc2cc(OC)cc(OC)c2)c2ccccc2S1 (stereo not drawn)	-4.7%	-26.1%	-15.0%
CCOC(=O)c1cc2c(=O)n3ccccc3nc2n(C)c1=NC(=O)c1cc2ccccc2o1	-4.5%	5.8%	-13.2%
O=C(Nc1ccc2nc(SCC(=O)N3CCCc4ccccc43)sc2c1)c1ccccc1	?	?	-11.2%
COc1ccc(-c2nc(CSc3nnc(C)n4c3cc3sccc34)c(C)o2)cc1	?	10.9%	-7.1%
COc1ccccc1Nc1nn2c(=O)c3ccc(C(=O)NCCCOC(C)C)cc3nc2s1	?	-12.1%	?

The results go on:
SMILES	Tau FP inhib	Tau fluor counter	Tau ThT inhib
CCS(=O)(=O)N1CC(=O)N(c2cc(C)ccc2C)C(C)(C(=O)NC2CCCCC2)C1 (stereo not drawn)	0.3%	1.5%	2.5%
Cc1ccc(CN(C(=O)COc2ccccc2[N+](=O)[O-])c2ccccn2)o1	1.8%	5.5%	8.8%
CNC(=O)C1CCC(Cn2c(=O)c3sccc3n(CC(=O)Nc3cc(F)ccc3F)c2=O)CC1 (stereo not drawn)	4.6%	-6.1%	1.9%
Cc1ccc(N2CCN(S(=O)(=O)c3ccc(F)c(C(=O)Nc4ccc(Cl)cc4Cl)c3)CC2C)cc1 (stereo not drawn)	-0.4%	-25.1%	-10.0%
CCN1CCN(C(c2ccc(C)cc2)c2sc3nc(-c4ccco4)nn3c2O)CC1 (stereo not drawn)	-6.1%	-2.2%	-2.5%
O=C(Cn1c(=O)c(C(F)(F)F)nc2ccccc21)Nc1cccc(Br)c1	-17.3%	-14.9%	5.9%
CCc1ccc(NC(=O)CCCc2nc(-c3ccco3)no2)cc1	-4.0%	-19.2%	-10.0%
COC(=O)c1c(SCC(=O)Nc2cccc(Cl)c2C)[nH]c2ccccc2c1=O	?	-27.2%	15.8µM*
Cn1c(=O)c2c(SCC(=O)NCc3ccc(F)cc3)nc(-c3ccccc3Cl)nc2n(C)c1=O	?	-3.4%	4.3%
CCCCn1c(SCC(=O)c2ccccc2)nc2c(sc3ccccc32)c1=O	-2.9%	-5.4%	8.2%
Cc1ccc(C)c(C(=O)CSc2nc3cc(C(=O)NC4CCCC4)ccc3c(=O)n2CC2CCCO2)c1 (stereo not drawn)	1.6%	-1.1%	-0.3%
Cc1cc(C)cc(N2C(=O)CSC23C(=O)N(CC(=O)NC2CCCCC2)c2ccccc23)c1 (stereo not drawn)	-1.6%	-18.4%	-10.8%
Cc1cc2nc(-c3ccc(Cl)cc3)cc(C(F)(F)F)n2n1	-16.9%	-8.2%	-9.7%
Fc1ccc(Nc2nc(-c3cccc(Cl)c3)c3c(n2)-c2ccccc2OC3)cc1	-4.0%	-3.3%	?
CN(Cc1ccccc1)c1nnc(NC(=O)Nc2cccc(Br)c2)s1	-12.1%	?	?
COc1ccccc1NC(=O)C(=O)NCC(c1cccnc1)N1CCc2ccccc2C1 (stereo not drawn)	-4.5%	-16.1%	?
CCOc1ccc(CCNC(=O)c2ccc(C)c(-n3cnc4cccnc43)c2)cc1	2.2%	-4.9%	1.1%
COc1ccccc1Cc1nc2ccccc2nc1SCC(=O)Nc1ccc2c(c1)OCO2	-6.7%	-26.2%	8.9%
CCOc1ccc(N2CC(NC(=O)C3CC3)CC2=O)cc1 (stereo not drawn)	-0.8%	-4.3%	-4.9%
Cc1ccc(NC(=O)CSC2=Nc3ccccc3C3=NC(Cc4ccccc4)C(=O)N23)cc1C (stereo not drawn)	6.3%	-18.9%	-5.6%

Whole records as entered above. Order of screens: Tau FP inhib | Tau fluor counter | Tau ThT inhib
COc1ccccc1Cc1nc2ccccc2nc1SCC(=O)Nc1ccc2c(c1)OCO2 reads -6.7% | -26.2% | 8.9%
CNC(=O)C1CCC(Cn2c(=O)c3sccc3n(CC(=O)Nc3cc(F)ccc3F)c2=O)CC1 (stereo not drawn) reads 4.6% | -6.1% | 1.9%

Next part:
SMILES	Tau FP inhib	Tau fluor counter	Tau ThT inhib
CCc1ccccc1NC(=O)Nc1cc(C(=O)NCc2ccc(C(C)C)cc2)ccc1N1CCCC1	7.4%	-1.7%	6.1%
COC(=O)c1cccc(NC(=O)C2CCN(S(=O)(=O)Cc3ccccc3)CC2)c1C	-1.4%	1.6%	8.8%
CCOCCc1nn2c(=O)cc(COC(=O)c3cccc(C)c3)nc2s1	4.8%	-2.4%	-15.0%
CCN(C(=O)Cc1nc(-c2ccc(OC)cc2)no1)c1cccc(Cl)c1	6.1%	-21.1%	-12.7%
CCOC(=O)c1c(C)oc2nc(C)nc(Nc3cccc(OC)c3)c12	-9.3%	-2.7%	3.5%
COc1cc(OC)cc(C(=O)Nc2cccc(-c3cn4ccsc4n3)c2)c1	-20.0%	?	-0.6%
Cc1ccc(N2CC(c3nnc(NC(=O)c4ccco4)s3)CC2=O)cc1C (stereo not drawn)	1.8%	-0.1%	5.4%
CCCOc1ccc(C2C(=O)N(C3CCCCCC3)CC(=O)N2Cc2ccc(OC)cc2)cc1OC (stereo not drawn)	-3.6%	-7.6%	-11.8%

An excerpt from above in order of molecular weight, high to low:
SMILES	Tau FP inhib	Tau fluor counter	Tau ThT inhib
Cc1ccc(N2CC(c3nnc(NC(=O)c4ccco4)s3)CC2=O)cc1C (stereo not drawn)	1.8%	-0.1%	5.4%
COc1cc(OC)cc(C(=O)Nc2cccc(-c3cn4ccsc4n3)c2)c1	-20.0%	?	-0.6%
CCN(C(=O)Cc1nc(-c2ccc(OC)cc2)no1)c1cccc(Cl)c1	6.1%	-21.1%	-12.7%
CCOC(=O)c1c(C)oc2nc(C)nc(Nc3cccc(OC)c3)c12	-9.3%	-2.7%	3.5%

Source: PubChem (National Center for Advancing Translational Sciences (NCATS))

Some of the compounds tested; rates above refer to the full screens.
